Bioassay records (PubChem)
TAG inh – triacylglycerol accumulation inhibition | hit rate 0.66% among 230,000 | AID 651582 | H9c2 cells, Nile Red lipid (TAG) fluorescence; cells loaded with 200 µM oleic acid | inhibition, % at 12.5 µM;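 active = pattern-corrected inhibition of lipid staining of at least 50% with the nuclear-stain viability signal not falling by more than 50%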;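 note: 0% = DMSO wells and 100% = triacsin C control wells; some results filed as inactive read as strong as hits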
TAG inh DAPI viability – also measured in TAG inh; calls as there; DAPI nuclei signal change (viability), lower = more cytotoxic, %;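 whole-well DAPI fluorescence read on a plate reader as a viability signal; minus 50 percent equals half of cells still viable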
* = called active by the depositor. A portion of the library; rates above refer to the full screens.

What do the screens show for `COc1ccc(OCc2cc(C(=O)NCc3nc(C)cs3)no2)c(Cl)c1`?
TAG inh: -1; TAG inh DAPI viability: -3

Results for Cc1cccc(C)c1OCc1cc(C(=O)N2CCN(c3ccccc3)CC2C)no1 (configuration not stated) ?
TAG inh: -9; TAG inh DAPI viability: 6

Results for CC1(C)CC(=O)C=C(Nc2cccc(Cl)c2Cl)C1 ?
TAG inh: 6; TAG inh DAPI viability: 1

Results for O=C(NC1CCCCC1)c1ccc(-n2cncn2)c([N+](=O)[O-])c1 ?
TAG inh: -16; TAG inh DAPI viability: -3

Results for COc1ccc2cc3cc(C(=O)Nc4ccccc4N4CCN(C)CC4)oc3nc2c1 ?
TAG inh: 53*; TAG inh DAPI viability: 11*

What do the screens show for `CCN(CC)CCNC(=O)C1c2cc(OC)c(OC)cc2C(=O)N2CCc3ccccc3C12` (configuration not stated)?
TAG inh: -21; TAG inh DAPI viability: 1

What do the screens show for `O=C(CN1C(=O)NC2(CCCCC2)C1=O)Nc1ccccc1N1CCCC1`?
TAG inh: 7; TAG inh DAPI viability: 0

How did O=C(NC1CCCC1)C1CCN(c2nccs2)CC1 do in these assays?
TAG inh: 11; TAG inh DAPI viability: -3

Results for Cc1ccc(NC(=O)c2ncn(CC(=O)NCc3ccc4c(c3)OCO4)n2)cc1C ?
TAG inh: -16; TAG inh DAPI viability: 8

How did CCCCn1c(=O)c(CCC(=O)OCC(=O)NCc2ccc(OC)c(OC)c2)nc2ccccc21 do in these assays?
TAG inh: -8; TAG inh DAPI viability: 3

What do the screens show for `CCOC(=O)Cc1csc(NC(=O)/C=C/c2ccc(Cl)cc2)n1`?
TAG inh: -8; TAG inh DAPI viability: 4

Results for COc1cc(C(C#N)N2CCOCC2)ccc1O (configuration not stated) ?
TAG inh: 4; TAG inh DAPI viability: 1

How did CC1CCN(C(=O)CN(c2ccc(Oc3ccccc3)cc2)S(C)(=O)=O)CC1 do in these assays?
TAG inh: -35; TAG inh DAPI viability: -1

What do the screens show for `Cn1c(N)c(C(=O)CN2CCc3ccccc3C2)c(=O)n(C)c1=O`?
TAG inh: 8; TAG inh DAPI viability: -1

Results for Nc1c(S(=O)(=O)c2ccccc2)c2nc3ccccc3nc2n1/N=C/c1cccc(O)c1 ?
TAG inh: 5; TAG inh DAPI viability: 39

Results for Nc1nc(CN2CCN(c3ccccn3)CC2)nc(Nc2ccc(Cl)cc2)n1 ?
TAG inh: -39; TAG inh DAPI viability: 11

What do the screens show for `Cc1ccc(NC(=O)CNNC(=O)c2cccc([N+](=O)[O-])c2)cc1[N+](=O)[O-]`?
TAG inh: -2; TAG inh DAPI viability: 2

How did CCn1c(NC(C)=O)nc2ccccc21 do in these assays?
TAG inh: 2; TAG inh DAPI viability: 3

What do the screens show for `COCCN1C(=O)c2cc(C(=O)Nc3ccc(OC)c(OC)c3)ccc2C1Nc1ccc(OC)c(OC)c1` (configuration not stated)?
TAG inh: 1; TAG inh DAPI viability: -1

Results for COc1ccc(-c2ccc(/C=C(\NC(=O)c3ccccc3)C(=O)N3CCOCC3)o2)cc1 ?
TAG inh: 6; TAG inh DAPI viability: -2

How did CC(C)N1CCN(Cc2cc3ccccc3[nH]2)CC1CCO (configuration not stated) do in these assays?
TAG inh: -4; TAG inh DAPI viability: 0

How did CC(=O)Nc1ccc(C=NNc2nnc(NN=Cc3ccc(NC(C)=O)cc3)c3ccccc23)cc1 do in these assays?
TAG inh: 23; TAG inh DAPI viability: 6

What do the screens show for `CC(NC(=O)c1ccccc1)c1nnc(SCc2nc3ccccc3c(=O)[nH]2)n1C` (configuration not stated)?
TAG inh: -4; TAG inh DAPI viability: -4

Results for Cc1cc(C)n2nc(C(=O)NCc3cccc(C(F)(F)F)c3)nc2n1 ?
TAG inh: 7; TAG inh DAPI viability: -10

How did Cc1noc(COc2ccccc2OCC(N)=O)n1 do in these assays?
TAG inh: 7; TAG inh DAPI viability: -7

Results for COC(=O)c1sccc1NC(=O)CNC(=O)c1ccccc1 ?
TAG inh: -12; TAG inh DAPI viability: 3

Results for Cc1cc(NC(=O)Cn2nnc(-c3ccccc3N)n2)no1 ?
TAG inh: -2; TAG inh DAPI viability: 4

What do the screens show for `c1ccc2[nH]c(NC3=NCCC3)nc2c1`?
TAG inh: 9; TAG inh DAPI viability: -9

Results for CCOC(=O)NC(=O)CSc1ccc(C)cc1C ?
TAG inh: -4; TAG inh DAPI viability: 7

Results for CCCCCCOc1ccc(N2C(=O)CC(N3CCN(CCN=CC4C(=O)CC(C)(C)CC4=O)CC3)C2=O)cc1 (configuration not stated) ?
TAG inh: 10; TAG inh DAPI viability: 5

What do the screens show for `Cc1ccc(N=Cc2ccc(O)cc2O)cc1F`?
TAG inh: 1; TAG inh DAPI viability: 0

How did CCOc1cc(-c2nnn(CC(=O)N3CCCCC3)n2)ccc1OC do in these assays?
TAG inh: -7; TAG inh DAPI viability: -1

How did CC(=O)NC(NC(=S)N1CCCCCC1)C(Cl)(Cl)Cl (configuration not stated) do in these assays?
TAG inh: 5; TAG inh DAPI viability: -15

Results for C[C@@H]1CN([C@@H](C)CO)C(=O)c2cccc(NC(=O)C3CCOCC3)c2O[C@H]1CN(C)S(=O)(=O)c1ccc(Cl)cc1 ?
TAG inh: 4; TAG inh DAPI viability: -9

Results for O=C(CCS(=O)(=O)c1ccc(Cl)cc1)Nc1nnc(-c2cccs2)o1 ?
TAG inh: 3; TAG inh DAPI viability: -1

Results for CC(=O)c1ccc(-n2cc(-c3ccc(C(C)(C)C)cc3)[n+]3c2SCCC3)cc1 ?
TAG inh: -16; TAG inh DAPI viability: 22

Results for Cc1ccc(S(=O)(=O)N2CCCC2CNC(=O)C(=O)NCCN2CCOCC2)cc1 (configuration not stated) ?
TAG inh: -8; TAG inh DAPI viability: 1

What do the screens show for `CCCC[C@@H]1CNC(=O)C(=O)N1CCCc1cc(OC)c(OC)c(OC)c1`?
TAG inh: 8; TAG inh DAPI viability: -9

What do the screens show for `COC(=O)C1(C)Nc2ccccc2C(=O)N1c1ccccc1C` (configuration not stated)?
TAG inh: 14; TAG inh DAPI viability: -11

What do the screens show for `CC(C)Cc1cc(CN2CCC(CO)(Cc3ccccc3)CC2)[nH]n1`?
TAG inh: 6; TAG inh DAPI viability: -2

How did Clc1ccc(/C=N/Nc2nn[nH]n2)cc1 do in these assays?
TAG inh: 9; TAG inh DAPI viability: -21

Results for CCSCc1nnc(SCC(=O)Nc2nc3ccccc3s2)n1C ?
TAG inh: -9; TAG inh DAPI viability: -2

How did CCOc1ccccc1NC(=O)C(CC(C)C)NC(=O)C1CCCCC1 (configuration not stated) do in these assays?
TAG inh: 51*; TAG inh DAPI viability: 0.4*

What do the screens show for `COc1cc2oc(=O)cc(-c3ccc(-c4ccc(C#N)cc4)cc3)c2c(OC)c1OC`?
TAG inh: -3; TAG inh DAPI viability: 4

Results for Cc1cc2c(N3CCCCC3C)ncnc2s1 (configuration not stated) ?
TAG inh: -11; TAG inh DAPI viability: 5

Results for O=C(C[n+]1ccccc1)N/N=C/c1ccc(O)cc1 ?
TAG inh: -8; TAG inh DAPI viability: 2

What do the screens show for `COc1ccc(NC(=O)Nc2ccc3c(c2)C(=O)N([C@H](C)CO)C[C@H](C)[C@@H](CN(C)C(=O)NC(C)C)O3)cc1`?
TAG inh: -15; TAG inh DAPI viability: 2

What do the screens show for `O=C(COC(=O)c1ccccc1NCCO)Nc1ccc(S(=O)(=O)NC2=NCCCCC2)cc1`?
TAG inh: 3; TAG inh DAPI viability: 14

How did O=C(Cc1ccc(NC(=O)C2CCN(C(=O)C3CCCC3)CC2)cc1)Nc1ccc(C(=O)N2CCOCC2)cc1 do in these assays?
TAG inh: 9; TAG inh DAPI viability: -21

What do the screens show for `Cc1ccccc1C(=O)c1cccn1CC(=O)NCc1ccc(Cl)cc1`?
TAG inh: 6; TAG inh DAPI viability: -2

What do the screens show for `Cc1ccc(-c2ccc(C(=O)NCc3ccc(Cl)cc3)o2)c2ccccc12`?
TAG inh: -3; TAG inh DAPI viability: -5

Results for Nc1nc(SCC(=O)c2ccc(Cl)cc2)c2ncn(C3OC(CO)C(O)C3O)c2n1 (configuration not stated) ?
TAG inh: -11; TAG inh DAPI viability: -1

What do the screens show for `CSc1nnc2c(n1)OC(C)N(C(=O)c1ccccc1)c1ccccc1-2` (configuration not stated)?
TAG inh: 4; TAG inh DAPI viability: 0

How did N#CC1(C#N)OC12CCS(=O)(=O)c1ccccc12 (configuration not stated) do in these assays?
TAG inh: -1; TAG inh DAPI viability: 3

Results for O=C(OCC(=O)N1CCCc2ccccc21)c1ccc(F)c(S(=O)(=O)N2CCOCC2)c1 ?
TAG inh: -2; TAG inh DAPI viability: -5

How did O=C(O)CSc1c(Cl)c(=O)oc2ccc(Cl)cc12 do in these assays?
TAG inh: 13; TAG inh DAPI viability: -5

What do the screens show for `Cn1c(COc2ccc(Cl)cc2)nnc1SCC(=O)NC1CC1`?
TAG inh: 3; TAG inh DAPI viability: 1

How did COCCNC(=S)N1CCC(NC(=O)Nc2ccc(C)cc2)CC1 do in these assays?
TAG inh: 5; TAG inh DAPI viability: 6

What do the screens show for `CC1(C)CC(=O)C=C(Nc2ccc(C(=O)O)cc2)C1`?
TAG inh: -1; TAG inh DAPI viability: -5

Results for Cc1nonc1NC(=O)CSc1nc(C2CCCCC2)nc2ccccc12 ?
TAG inh: 2; TAG inh DAPI viability: 14

What do the screens show for `COC(=O)CCCNC(=O)c1ccc(OS(=O)(=O)c2cc([N+](=O)[O-])ccc2C)cc1`?
TAG inh: 20; TAG inh DAPI viability: 0

What do the screens show for `Cc1ccc(CNC(=O)c2csc3c2CCCCC3)cc1`?
TAG inh: 5; TAG inh DAPI viability: -1

What do the screens show for `COc1ccc(C)cc1S(=O)(=O)N(CC(=O)N1CCOCC1)c1cc(C)cc(C)c1`?
TAG inh: -13; TAG inh DAPI viability: 1

What do the screens show for `COc1ccc(-n2cc(-c3ccccc3)c3c(N4CCOCC4)ncnc32)cc1`?
TAG inh: -5; TAG inh DAPI viability: 10

What do the screens show for `Cc1ccc(NC(=O)CN(C)C(=O)C(C)N2CCN(Cc3ccccc3C)CC2)cc1` (configuration not stated)?
TAG inh: -4; TAG inh DAPI viability: -6

How did Cn1c(=O)c2c(nc(N3CCOCC3)n2CCCNC2=NCCC2)n(C)c1=O do in these assays?
TAG inh: -8; TAG inh DAPI viability: 0

How did Cc1cc(C)n2nc(C(=O)OCC(=O)N(C)Cc3ccccc3)nc2n1 do in these assays?
TAG inh: -21; TAG inh DAPI viability: 1

Results for N#Cc1nc(Cc2ccccc2)oc1NCCc1ccccc1 ?
TAG inh: -2; TAG inh DAPI viability: 1

Results for CC(=O)c1c(C)[n+]([O-])c2ccc3c(non3O)c12 ?
TAG inh: 0; TAG inh DAPI viability: -2

How did N#Cc1ccc(/C=C\c2nccc3c2[nH]c2ccccc23)cc1 do in these assays?
TAG inh: 35; TAG inh DAPI viability: 167

Results for N#CC1(NC(=O)COc2ccc3ccc(=O)oc3c2)CCCCC1 ?
TAG inh: -3; TAG inh DAPI viability: 5

What do the screens show for `O=C(Cn1cc(C(=S)N2CCOCC2)c2ccccc21)N1CCOCC1`?
TAG inh: 14; TAG inh DAPI viability: -5

How did Cc1c(C=NNC(=O)c2ccc(Br)cc2)c2ccccn2c1C(=O)c1ccncc1 do in these assays?
TAG inh: 32; TAG inh DAPI viability: -6

Results for COCCCNC(=O)c1ccccc1Sc1ccc(NC(C)=O)nc1 ?
TAG inh: 11; TAG inh DAPI viability: -14

Results for CCOC(=O)C(=O)N(C)c1c(CC)nc2c(OCc3cccc(Cl)c3)cccn12 ?
TAG inh: 0; TAG inh DAPI viability: -4

How did NS(=O)(=O)c1cccc(NC(=O)COC(=O)Cn2cc(C(F)(F)F)ccc2=O)c1 do in these assays?
TAG inh: -12; TAG inh DAPI viability: -5

Results for CC1CC(C)CN(C(=O)CSCC(=O)O)C1 (configuration not stated) ?
TAG inh: -7; TAG inh DAPI viability: 11

How did O=c1[nH]c2cc3c(cc2cc1CN(Cc1ccccc1)Cc1nnnn1Cc1ccco1)OCCO3 do in these assays?
TAG inh: 1; TAG inh DAPI viability: 10

Results for O=C(COC(=O)/C=C/c1ccc(F)cc1)Nc1ccccc1-c1ccccc1 ?
TAG inh: -7; TAG inh DAPI viability: 3

What do the screens show for `CC(C)OCCCNC(=O)c1cc(S(=O)(=O)N2CCc3ccccc32)cn1C`?
TAG inh: 9; TAG inh DAPI viability: -8

What do the screens show for `CC(=O)CCC1CC(c2ccc(Cl)cc2)=NO1` (configuration not stated)?
TAG inh: 11; TAG inh DAPI viability: -4

What do the screens show for `COc1ccccc1/C=C/C1(C(=O)NC2CCCC2)CC(=O)N1c1ccc(F)cc1` (configuration not stated)?
TAG inh: 31; TAG inh DAPI viability: -9
